FBA Mtb inh: Mtb FBA enzyme inhibitors, primary screen, biochemical, fluorescence, strain H37Rv. Fructose-bisphosphate aldolase (Mycobacterium tuberculosis (strain ATCC 25618 / H37Rv)), …. purified M. tuberculosis FBA, fluorescence read-out. inhibition, % at 1 µM. 2.3% of 360,000 active. AID 588726, 2011; in the data active means inhibition above about 27%;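 further: 0% = vehicle and 100% = reference inhibitor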
Target sequence (P9WQA3 whole entry, looked up): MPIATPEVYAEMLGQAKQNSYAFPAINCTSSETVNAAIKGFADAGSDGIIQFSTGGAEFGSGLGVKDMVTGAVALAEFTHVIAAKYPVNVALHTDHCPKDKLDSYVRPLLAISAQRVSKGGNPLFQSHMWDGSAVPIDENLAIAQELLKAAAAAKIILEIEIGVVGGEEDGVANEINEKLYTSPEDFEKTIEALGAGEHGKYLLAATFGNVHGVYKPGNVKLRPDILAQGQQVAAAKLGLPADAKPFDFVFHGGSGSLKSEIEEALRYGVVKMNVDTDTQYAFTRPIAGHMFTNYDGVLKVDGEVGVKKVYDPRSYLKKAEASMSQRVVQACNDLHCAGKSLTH
BoNT-F LC inh: BoNT/F light chain protease inhibitors, primary screen, biochemical, flow cytometry, MLPCN library; Botulinum neurotoxin type F light chain protease (Clostridium botulinum); Multiplex microsphere protease cleavage assay; inhibition, % at 10 µM; 0.22% of 360,000 active; AID 588497, 2011; in the data active means inhibition above about 35%, passing the limit was not always enough; inconclusive means no clear call, values can overlap the other calls; further: plate controls were buffer without enzyme for full effect and enzyme alone for no effect
GDH-TPI inh: GDH-TPI coupling enzyme inhibitors, primary screen, artefact control for M. tuberculosis FBA inhibitor project, biochemical, absorbance, full deck | GDH-TPI coupled enzyme counterscreen, NADH absorbance | inhibition, % at 4.8 µM | 1.2% of 360,000 active | AID 588335, 2011; in the data active means inhibition above about 30%;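 further: 0% = DMSO wells and 100% = wells lacking the enzyme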
Mtb BioA inh: M. tuberculosis BioA enzyme inhibitors, primary screen, biochemical, plate reader, single point, HTS; 7,8-diaminopelargonic acid synthase BioA (Mycobacterium tuberculosis); inhibition, % at 9.99 µM; purified M. tuberculosis BioA enzyme; 0.096% of 360,000 active; in the data active means inhibition above about 40%; inconclusive means no clear call, values can overlap the other calls
PrPC surface inh: inhibitors of human cell surface prion protein PrPC, primary screen, cell-based, TR-FRET; Major prion protein (Homo sapiens), P04156; TR-FRET read-out; inhibition, % at 13.8 µM; 0.43% of 370,000 active; AID 720596, 2013; in the data active means inhibition above about 24%; further: 0% = median of the test wells and 100% = reference compound wells
MazF activator: activators of E. coli MazEF toxin-antitoxin RNase, primary screen, biochemical, fluorescence, uHTS | activation, % at 20 µM | FAM/BHQ RNA-DNA oligo cleavage fluorescence, 5 h | 0.32% of 350,000 active | Endoribonuclease toxin MazF (Escherichia coli (strain K12)), P0AE70; in the data active means activation above about 50%
Target sequence (P0AE70 whole entry, looked up): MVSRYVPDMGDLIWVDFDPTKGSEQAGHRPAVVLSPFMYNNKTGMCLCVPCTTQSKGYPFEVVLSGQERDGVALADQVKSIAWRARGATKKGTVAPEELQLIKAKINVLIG
Rv3671c protease: Rv3671c serine protease inhibitors, primary screen, biochemical, fluorescence polarization, M. tuberculosis H37Rv | P9WHR9 | inhibition, % at 5.96 µM | 0.048% of 320,000 active; in the data active means inhibition above about 38%;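 further: extracellular domain of Rv3671c used as enzyme; 0% = enzyme with DMSO and 100% = no enzyme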
Target sequence (P9WHR9 whole entry, looked up, the tested form may be a part): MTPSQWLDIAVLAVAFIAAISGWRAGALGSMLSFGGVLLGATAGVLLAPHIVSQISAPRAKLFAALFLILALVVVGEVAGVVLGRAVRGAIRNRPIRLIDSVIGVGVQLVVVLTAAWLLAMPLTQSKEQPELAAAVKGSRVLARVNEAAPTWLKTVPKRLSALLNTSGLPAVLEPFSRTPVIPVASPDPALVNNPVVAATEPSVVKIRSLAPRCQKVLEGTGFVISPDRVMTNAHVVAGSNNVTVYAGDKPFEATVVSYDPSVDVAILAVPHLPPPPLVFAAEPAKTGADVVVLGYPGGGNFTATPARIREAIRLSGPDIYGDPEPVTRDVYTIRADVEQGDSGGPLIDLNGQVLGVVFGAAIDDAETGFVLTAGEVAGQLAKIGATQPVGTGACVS
FadD28 binding: inhibitors of FadD28 bisubstrate probe binding, primary screen, biochemical, fluorescence polarization, single point | 0.22% of 360,000 active | inhibition, % at 12.5 µM | Mycobacterium tuberculosis FadD28 fatty-acid-AMP ligase | AID 588549, 2011; in the data active means inhibition above about 8.5%, passing the limit was not always enough; inconclusive means no clear call, values can overlap the other calls
Mtb UGM inh: M. tuberculosis UGM enzyme inhibitors, primary screen, biochemical, fluorescence polarization, single point; UDP-galactopyranose mutase (Mycobacterium tuberculosis (strain ATCC 25618 / H37Rv)), …; purified UGM, fluorescence polarization probe displacement; inhibition, % at 10 µM; 0.06% of 320,000 active; in the data active means inhibition above about 10%, passing the limit was not always enough; inconclusive means no clear call, values can overlap the other calls
Starred values were filed as active, the others as inactive; u = inconclusive; x = no result given.

#1 O=C(Nc1ccc(F)cc1F)C1CCN(S(=O)(=O)c2cccnc2)CC1
#2 CCNC(=S)NNc1nc(N2CCCCC2)nc(N2CCOCC2)n1
#3 CCOC(=O)C(NC(=O)c1ccc(Cl)cc1Cl)(Nc1ccc(C)cc1)C(F)(F)F (stereo unspecified)
#4 COc1ccc(S(=O)(=O)N2CCCCC2)cc1NC(=O)Cc1cccs1
#5 CC(C)NC(=O)CSc1c2c(nc3ccccc13)CCCC2
#6 O=C(c1ccccc1)N1CCC(O)(c2cccnc2)CC1

Assay by compound	1	2	3	4	5	6
Rv3671c protease	-6	-20	-2	4	4	2
MazF activator	-1	6	2	0	-17	14
FBA Mtb inh	0	0	1	3	2	1
Mtb BioA inh	1.2	x	-3.9	0.1	x	-2.2
BoNT-F LC inh	-1	-8	1	9	2	14
PrPC surface inh	8	-3	-7	0	-6	-1
GDH-TPI inh	-4	-3	10	11	6	3
Mtb UGM inh	-1.0	-1.7	0.4	-2.8	-2.3	-4.8
FadD28 binding	-0.2	-2.6	-0.4	-1.5	-0.2	0.9

#7 N#C/C(=C\c1ccc(N2CCCC2)c([N+](=O)[O-])c1)c1nc2ccccc2[nH]1
#8 COc1ccc(OC(=O)c2cc(S(=O)(=O)N3CCCC3)ccc2Cl)cc1
#9 FC(F)(F)c1ccccc1CN1CCN(Cc2ccccc2)CC1
#10 CCCCN(CCCC)CCCNC(=O)C1CC(c2ccc(C(F)(F)F)cc2)=NO1 (stereo unspecified)
#11 Cc1[nH]c2ccccc2c1NC(=O)CN1CCN(c2cccc(C(F)(F)F)c2)CC1
#12 COc1ccc(C(=O)NCC(=O)N/N=C(C)\C=C\c2ccccc2)cc1OC

Assay by compound	7	8	9	10	11	12
Rv3671c protease	-2	-3	7	4	1	-1
MazF activator	19	-6	4	-3	3	8
FBA Mtb inh	5	0	1	1	2	2
Mtb BioA inh	1.2	0.0	-1.9	0.9	-2.6	x
BoNT-F LC inh	9	-7	-7	-5	-4	0
PrPC surface inh	-5	-1	-3	-3	1	1
GDH-TPI inh	9	7	7	-1	9	6
Mtb UGM inh	1.3	-0.3	1.1	0.5	2.2	5.3
FadD28 binding	1.9	0.5	-2.2	-1.2	-2.4	-5.0

#13 Cc1ccc(C(=O)NCCCNC(=O)Cc2ccc(Cl)cc2)cn1
#14 CC(C)CC(NC(=O)CC12CC3CC(CC(C3)C1)C2)C(=O)NC1=NCCS1 (stereo unspecified)
#15 Cc1ccccc1CN(C)CC(=O)Nc1c(C)cccc1C(C)C
#16 NC(COCc1ccccc1)c1csc(Nc2ccc(C(=O)c3ccccc3)cc2)n1 (stereo unspecified)
#17 CSc1ccc(CN2CCC(C)(Oc3cccc(C#N)c3)C2)cc1 (stereo unspecified)
#18 COCC(=O)Nc1ccc(N2CCOCC2)c(S(=O)(=O)Nc2ccc(OC)cc2)c1

Assay by compound	13	14	15	16	17	18
Rv3671c protease	3	-3	8	x	x	9
MazF activator	0	4	-15	x	x	4
FBA Mtb inh	6	1	0	3	1	-1
Mtb BioA inh	8.7	x	x	2.3	-2.2	-0.7
BoNT-F LC inh	5	-8	-1	-18	2	-7
PrPC surface inh	0	-4	6	-8	-8	11
GDH-TPI inh	-8	-7	4	11	3	3
Mtb UGM inh	x	-0.1	2.8	x	x	1.0
FadD28 binding	0.3	-3.4	-0.2	-5.2	-1.7	-4.4

#19 Cc1ccc(N2C(=O)NC(=O)/C(=C/c3ccc(OC(=O)c4cccs4)cc3)C2=O)cc1
#20 CSCC[C@@H](C(=O)NCc1cccs1)N1Cc2ccccc2C1=O
#21 CC[n+]1c(P(=O)([O-])c2ccccc2)[nH]c2ccccc21
#22 O=C(O)c1ccc2[nH]c3c(c2c1)CCCC3
#23 O=C(NNC(=O)c1cc2cc3ccccc3nc2s1)c1cccc(C(F)(F)F)c1
#24 CCN1CCN(c2nnc(-c3ccccc3)c3ccccc23)CC1

Assay by compound	19	20	21	22	23	24
Rv3671c protease	-1	-5	-4	x	-32	-3
MazF activator	5	7	3	-29	15	11
FBA Mtb inh	-5	1	4	4	1	1
Mtb BioA inh	0.3	-0.2	-0.8	0.5	-0.2	1.5
BoNT-F LC inh	-6	-10	-12	-1	4	4
PrPC surface inh	-4	3	-6	10	-7	5
GDH-TPI inh	4	-1	5	7	15	6
Mtb UGM inh	-4.4	0.8	4.4	-2.3	-0.2	0.9
FadD28 binding	-0.8	-1.1	0.5	-0.9	0.3	-3.9

#25 COc1ccccc1NC(=O)C1CCN(C(=O)c2ccco2)CC1
#26 CC(C)(C)n1nc2c(c1NC(=O)Cc1cccc3ccccc13)CS(=O)C2 (stereo unspecified)
#27 Cc1ccc(N2CCN(S(=O)(=O)c3ccc4c(c3)oc(=O)n4C)CC2C)cc1 (stereo unspecified)
#28 O=c1[nH]c(-c2ccccc2Cl)nc2c1sc(=S)n2-c1ccccc1
#29 O=C(NCC(=O)N1CCN(c2ccccc2F)CC1)c1ccc(Br)o1
#30 O=C(NNc1ccc([N+](=O)[O-])cc1)C1CC1c1ccccc1 (stereo unspecified)

Assay by compound	25	26	27	28	29	30
Rv3671c protease	6	0	-18	x	-5	-4
MazF activator	16	-3	-22	6	0	5
FBA Mtb inh	-4	2	2	-6	1	1
Mtb BioA inh	-0.7	0.5	-2.3	x	0.3	x
BoNT-F LC inh	0	-5	5	0	8	0
PrPC surface inh	4	2	-3	-7	4	-10
GDH-TPI inh	-2	1	6	15	1	11
Mtb UGM inh	0.8	-0.3	2.4	x	1.0	1.8
FadD28 binding	-3.2	-0.7	1.3	-14	0.2	-5.4

Grouped by structure: the entries above containing an aryl methoxy group (5)
#4 COc1ccc(S(=O)(=O)N2CCCCC2)cc1NC(=O)Cc1cccs1
#8 COc1ccc(OC(=O)c2cc(S(=O)(=O)N3CCCC3)ccc2Cl)cc1
#12 COc1ccc(C(=O)NCC(=O)N/N=C(C)\C=C\c2ccccc2)cc1OC
#18 COCC(=O)Nc1ccc(N2CCOCC2)c(S(=O)(=O)Nc2ccc(OC)cc2)c1
#25 COc1ccccc1NC(=O)C1CCN(C(=O)c2ccco2)CC1

Assay by compound	4	8	12	18	25
Rv3671c protease	4	-3	-1	9	6
MazF activator	0	-6	8	4	16
FBA Mtb inh	3	0	2	-1	-4
Mtb BioA inh	0.1	0.0	x	-0.7	-0.7
BoNT-F LC inh	9	-7	0	-7	0
PrPC surface inh	0	-1	1	11	4
GDH-TPI inh	11	7	6	3	-2
Mtb UGM inh	-2.8	-0.3	5.3	1.0	0.8
FadD28 binding	-1.5	0.5	-5.0	-4.4	-3.2

Further structures
#31 Cc1cc(C#N)c(C)n1-c1cc(C(F)(F)F)ccc1N1CCOCC1
#32 COc1ccc(CC(=O)NNC(=O)COc2ccc(Br)cc2C)cc1OC
#33 Cc1nn(-c2ccccc2)c(Oc2ccccc2)c1C=O
#34 CS/C(N)=N/S(=O)(=O)c1ccc(NC(C)=O)cc1
#35 Cc1cc(-c2nnc(SCC(=O)Nc3c(C)cccc3C)n2N)n[nH]1
#36 O=C(CN1CCN(c2ccccc2F)CC1)Nc1nnc(C(F)(F)F)s1

Assay by compound	31	32	33	34	35	36
Rv3671c protease	6	-1	-10	0	2	0
MazF activator	0	0	2	10	1	-1
FBA Mtb inh	-1	2	1	3	x	0
Mtb BioA inh	0.0	x	0.0	x	0.4	x
BoNT-F LC inh	-7	-10	-6	u	2	-6
PrPC surface inh	6	2	2	6	-9	-11
GDH-TPI inh	-5	4	5	7	x	-2
Mtb UGM inh	-0.9	1.3	-1.5	-1.4	-1.5	5.0
FadD28 binding	-6.6	1.3	-0.6	-2.6	-4.0	-1.2

#37 O=C(NNC(=O)c1ccc(Br)s1)c1csc(N2CCOCC2)n1
#38 CCOC(=O)N/N=C/c1ccc(F)cc1
#39 Cc1ccc(CSCCNC(=O)CN2C(=O)c3ccccc3S2(=O)=O)cc1
#40 COC(=O)C1=C(c2ccc(C(C)=O)cc2)C[C@@H]2CC[C@H]1N2C(=O)NC1CC1
#41 C=CCC(=O)NC1CC(C)(C)Cc2c1cnn2-c1ccccc1C (stereo unspecified)
#42 COc1ccccc1C(=O)N/C(=C/c1ccc(Br)cc1)C(=O)NCCCn1ccnc1

Assay by compound	37	38	39	40	41	42
Rv3671c protease	2	-2	3	3	5	-1
MazF activator	3	3	-3	6	1	7
FBA Mtb inh	-2	3	-1	-1	0	2
Mtb BioA inh	-0.6	-0.7	x	7.3	-1.9	-0.2
BoNT-F LC inh	-2	-2	-5	-4	-2	-6
PrPC surface inh	2	-2	1	2	-11	-3
GDH-TPI inh	11	6	-3	-2	11	13
Mtb UGM inh	-2.3	-1.0	2.8	-0.7	-2.0	-0.3
FadD28 binding	0.4	-0.6	-2.0	-2.8	-0.5	-1.3

Ordered by molar mass (smallest number first): part of the list above
#38 CCOC(=O)N/N=C/c1ccc(F)cc1
#37 O=C(NNC(=O)c1ccc(Br)s1)c1csc(N2CCOCC2)n1
#42 COc1ccccc1C(=O)N/C(=C/c1ccc(Br)cc1)C(=O)NCCCn1ccnc1

Assay by compound	38	37	42
Rv3671c protease	-2	2	-1
MazF activator	3	3	7
FBA Mtb inh	3	-2	2
Mtb BioA inh	-0.7	-0.6	-0.2
BoNT-F LC inh	-2	-2	-6
PrPC surface inh	-2	2	-3
GDH-TPI inh	6	11	13
Mtb UGM inh	-1.0	-2.3	-0.3
FadD28 binding	-0.6	0.4	-1.3

The list continues:
#43 COc1ccc(-c2nc(CS(=O)CC(=O)NC3CCCC(C)C3C)c(C)o2)cc1OC (stereo unspecified)
#44 CCCCn1c(N)c(N(CCOC)C(=O)c2cccc(-n3cnnn3)c2)c(=O)[nH]c1=O
#45 CCOC(=O)c1c(C)[nH]c(N=Nc2cccc(C)c2)c1C
#46 CCOc1ccc(C(=O)Nc2cc(-c3nc4ccccc4[nH]3)ccc2C)cc1[N+](=O)[O-]
#47 COC(=O)CN1C(=O)C2(C(C#N)=C(N)Oc3cc(C)oc(=O)c32)c2ccccc21 (stereo unspecified)
#48 O=[N+]([O-])c1ccc2nc(SCc3cn4ccccc4n3)[nH]c2c1
#49 CC1Nc2ncnc(N3CCc4ccccc4C3)c2N(Cc2ccccc2)C1=O (stereo unspecified)
#50 O=C(CCN1CCc2ccccc2C(c2ccccc2)C1)c1ccc2c(c1)OCCO2 (stereo unspecified)
#51 CC(C)c1cc(C(=O)Nc2cc(Cl)ccc2O)no1

Assay by compound	43	44	45	46	47	48	49	50	51
Rv3671c protease	-12	9	-8	-103	4	2	x	3	-6
MazF activator	4	2	2	8	3	10	x	-7	4
FBA Mtb inh	3	0	-8	1	1	-3	1	2	-1
Mtb BioA inh	1.5	-3.7	-0.8	-0.1	-2.0	x	-0.4	x	-1.8
BoNT-F LC inh	5	14	-19	-6	-14	-6	-6	14	-2
PrPC surface inh	6	2	1	2	3	-13	7	1	-1
GDH-TPI inh	-5	5	6	5	10	5	x	-10	23
Mtb UGM inh	0.6	0.3	3.3	-1.4	-1.0	-0.6	x	-3.0	2.6
FadD28 binding	-1.4	-1.2	-0.9	u	0.7	-2.1	-5.4	-6.7	3.6

Compound activity (PubChem)
